Bioassay records (PubChem BioAssay)
INS-1E GSIS act – GLuc luminescence reporter in INS-1E cells, primary screen for activators of glucose-dependent secretion of insulin; INS-1E GLuc reporter insulin secretion, 2-3 h; activation, % at 16.6 µM; hit rate 0.61% among 370,000;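 active = lowest replicate activation of at least 40%, so every replicate reaches that level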;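 also: 0% = median of neutral control wells and 100% = median of IBMX positive control wells; some compounds called inactive have numbers as strong as hits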
miR122 inh – miR-122 inhibition in Huh7 cells; Huh7 miR-122 Renilla luciferase sensor, 48 h; neutral wells = 0, positive control = 100; AID 602342; hit rate 0.3% among 340,000; activation (reporter increase), % at 12.5 µM;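 active = mean replicate activation score at least 90 and every replicate individually at or above 90; inconclusive = only one of the two criteria met; inactive = neither criterion met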;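 also: higher luciferase means less miR-122 activity so hits act as miR-122 inhibitors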
EWS-Fli block – inhibitors of EWS/Fli oncoprotein transcriptional activity; A673 NR0B1-luciferase reporter, viability-normalised; inhibition, % at 12.6 µM; hit rate 0.67% among 350,000; AID 651661;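 active = mean inhibition of at least 50% after viability correction, with every replicate also passing that limit; inconclusive = mean reaches 50% but only one of two replicates passes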;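 also: firefly luciferase signal divided by Alamar Blue viability fluorescence both relative to DMSO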
DENV2 CPE – DENV2-induced cell death inhibition | DENV2-infected cells, cytopathic effect rescue, plate reader | hit rate 1.7% among 350,000 | CPE inhibition, % at 9.99 µM; in the data active = CPE inhibition above about 20%, passing the limit was not always enough; inconclusive = no clear call, values can overlap the other calls; tested in BHK-21 cells;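 also: 0% = median of neutral control wells and 100% = median of positive control wells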
F508del corr – correctors of CFTR F508del function in bronchial epithelial cells; CFBE cells, YFP halide quenching; stimulated with forskolin plus potentiator P3; % fluorescence drop versus neutral controls; activity (quench increase), % at 7.58 µM; hit rate 0.36% among 350,000;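 active = mean added fluorescence quench of at least 8% versus neutral control, with both replicates also reaching 8%; inconclusive = only one of the mean or replicate conditions met; inactive = mean below 8% and not both replicates reaching 8%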;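 also: cells transiently co-express mutant CFTR-F508del with the halide-sensitive YFP; corrector assay measuring rescue of mutant channel to the surface after 24 h compound exposure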
FN deposit inh – fibronectin deposition inhibition | AH1F fibroblasts, Alexa488-fibronectin deposition fluorescence, overnight | inhibition, % at 12.6 µM | hit rate 0.086% among 350,000;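 active = mean inhibition across replicates of 30% or more, regardless of how many single replicates reach that level; inconclusive = mean under 30% yet at least half of replicates reach 30%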;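 also: positive control wells lacked labelled fibronectin entirely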
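Assay system: AH1F fibroblasts assembling fluorescent fibronectin matrix; Amount: 10000 AH1F cells per well; Buffer or medium: DMEM, 2% serum; Probe or stimulus: Alexa488-fibronectin, 24 nM final in well; Doses: single compound dose, delivered by pin transfer; Incubation: 1 h adhesion, overnight exposure; Measured by: fluorescence 485/525 nm; Read-out: fibronectin deposition inhibition.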
PAX8 reporter – inhibitors of PAX8 transcriptional activity in RMG-I cells | RMG-I TPO-luciferase reporter, SteadyGlo, 24 h | inhibition, % at 12.6 µM | hit rate 1.2% among 360,000;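 active = mean replicate inhibition at least 60% with every replicate also reaching 60%; inconclusive = only one of the two criteria is met; inactive = mean below 60% and not all replicates reaching 60%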;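 also: luciferase light reporting Pax8 driven TPO promoter activity; plate controls were median of neutral control wells for no effect and mitoxantrone controls for full effect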
* = called active by the depositor; ? = inconclusive; . = no result given; & = joins results of further samples; [ ] = remark or other dose.

no.	smiles	INS-1E GSIS act	miR122 inh	EWS-Fli block	DENV2 CPE	F508del corr	FN deposit inh	PAX8 reporter
1	COc1ccccc1N1CCN(C(=O)c2ccc(Cl)c(S(=O)(=O)N3CCCC3)c2)CC1	25	7	5	0	2.1	.	26
2	CN(C)CCNC(=O)c1cccc(-c2cnc3c(NC=O)cc(-c4cccc(F)c4)cn23)c1	.	-2	43	-6	1.2	8	22
3	COc1ccccc1/C=C1\SC(=S)N(CC(=O)Nc2nnc(C)s2)C1=O	12	.	60*	12	.	-2	0
4	COc1ccccc1-n1nc(C)c(-c2ccccc2)c1N	-4	.	0	15	3.9	.	-15
5	COc1cc(OC)c2c(c1)OC(c1ccc(OC)c(OC)c1)C(O)C2=O (configuration not stated)	9	-1	-7	32*	2.3	4	10
6	O=C(C[C@@H]1CC[C@@H]2[C@H](COC[C@H](O)CN2C(=O)Nc2ccc(F)cc2)O1)NCC1CC1	2	-5[16.7 µM]	.	0	-1.8	2	.
7	C[C@H](O)C#Cc1cnc2c(c1)C(=O)N([C@H](C)CO)C[C@@H](C)[C@H](CN(C)Cc1cccc(C(=O)O)c1)O2	15	3[16.7 µM]	-12	5	0.7	.	.
8	O=C1CCC(C(=O)N2CCc3ccccc3C2)CN1CCCN1CCOCC1 (configuration not stated)	-4	.	12	-5	-0.8	2	1
9	C[C@@H]1CN([C@@H](C)CO)C(=O)c2c(c3ccccc3n2C)-c2ccccc2CO[C@H]1CN(C)C(=O)Nc1ccnc(N2CCOCC2)c1	-6	.	4	-13	2.3	5	7
10	Fc1ccccc1N1CCN(Cc2cccnc2)CC1	1	.	.	.	.	-6	16
11	Cc1cc(C)c(COCc2cc(/C=N/O)c(C)cc2C)cc1/C=N/O	-29	0	19	12	0.3	.	.
12	COc1ccc(S(=O)(=O)N(C)C[C@H]2OCc3cn(nn3)CCCC(=O)N([C@@H](C)CO)C[C@@H]2C)cc1	-1&15	2[16.7 µM]	-4&-3	0&-6	-2.0&-2.2	-3&-6	-7&17
13	CO[C@@H]1CN(C)C(=O)c2cc(NC(=O)c3cnccn3)ccc2OC[C@@H](C)N(C(C)=O)C[C@H]1C	1	.	-6	18	-0.1	-5	12
14	Cc1cccc2cc(CN(Cc3nnnn3Cc3ccco3)C3CCCC3)c3nnnn3c12	.	-1	.	.	.	-3	29
15	COc1cccc(-c2nn3c(-c4cc(C)[nH]n4)nnc3s2)c1	.	0	.	.	.	-1	8
16	O=C(C[C@@H]1C=C[C@@H](NC(=O)Nc2cc(F)ccc2F)[C@H](CO)O1)NCCCN1CCOCC1	6	-5[16.7 µM]	-14	-4	-0.3	5	12
17	NNC(=O)CNC(c1ccccc1)c1cc(Br)ccc1NC(=O)c1cccc(Cl)c1 (configuration not stated)	8	-4	0	1	.	-5	26
18	CCN1C(C(=O)c2ccccc2)=C(Nc2ccccc2C)c2ccccc2S1(=O)=O	-16	-2	.	.	.	-3	3
19	CCOc1ccc(S(=O)(=O)Nc2cccc(C(=O)NCCCN3CCCC3=O)c2)cc1	-13	2	9	-2	1.3	-1	10
20	COCCNC(=O)C[C@@H]1CC[C@@H]2[C@H](COC[C@H](O)CN2S(=O)(=O)c2ccccc2F)O1	9	2[16.7 µM]	-3	14	-0.7	0	-25
21	CN(C(=O)COC(=O)c1ccc(Br)o1)c1c(N)n(Cc2ccccc2)c(=O)[nH]c1=O	4	.	-10	-2	-1.5	-7	.
22	CC(C)CC#Cc1ccc2c(c1)O[C@@H](CN(C)Cc1cccc(F)c1)[C@H](C)CN([C@H](C)CO)S2(=O)=O	19	-17[16.7 µM]	46	-31	-3.5	1	.
23	COc1ccc2c3c([nH]c2c1)[C@H](CO)N(S(C)(=O)=O)CC31CN(C(=O)c2ccncc2)C1	8	.	5	-4	-2.6	.	.
24	C[C@H]1CCCCO[C@H](CN(C)Cc2ccncc2)[C@@H](C)CN([C@@H](C)CO)C(=O)c2cc(NC(=O)c3ccccc3)ccc2O1	2	6[16.7 µM]	2	-4	-1.2	.	-6
25	NNc1nc(N)c2c(n1)-c1ccccc1CC21CCCC1	9	.	6	-1	0.8	-8	21
26	O=C(C[n+]1cc(-c2ccc(F)cc2)n2c1CCC2)Nc1nc(-c2ccc(F)cc2)cs1	-14	.	.	.	.	0	13
27	COc1ccc(C(=O)CCC(=O)Nc2ccc(N3CCCCC3)cc2)cc1OC	-1	-7	-4	0	-1.9	2	-2
28	COc1ccc(S(=O)(=O)Nc2ccccc2C(=O)NC(C)(C)C)cc1OC	-4	6	.	.	.	-9	.
29	C[C@@H]1CN([C@H](C)CO)C(=O)c2cc(C#C[C@@H](C)O)cnc2O[C@H]1CN(C)C(=O)c1ccccc1	-3	-4[16.7 µM]	-9	?	0.2	5	.
30	O=C(Nc1ccc(O)cc1)c1ccc(NC(=O)C2CCCO2)cc1 (configuration not stated)	13	.	.	18	1.4	.	-54
31	CCCCOc1cccc(C(=O)NC(=S)Nc2cccc(NC(=O)c3ccccc3Cl)c2)c1	-14	.	.	.	.	2	9
32	Cc1nn(Cc2ccc(Cl)cc2)c(C)c1NC(=O)C(c1ccccc1)c1ccccc1	-17	5	3	13	0.6	3	32
33	COCCN(C/C=C/c1ccccc1)C/C=C/c1ccccc1	7	-2	-5	-4	3.0	14	1
34	O=C1OCc2ccc(NS(=O)(=O)c3ccc(C(F)(F)F)cc3)cc21	-18	12	2	10	-4.1	-8	2
35	O=C(C[C@@H]1CC[C@H](NC(=O)Nc2ccc3c(c2)OCO3)[C@H](CO)O1)NCCCN1CCOCC1	-9	.	.	0	-2.0	-8	.
36	CCN1C(=O)/C(=C/c2ccc(OCc3ccc(C(=O)O)cc3)c(Cl)c2)NC1=S	-29	.	9	5	-2.2	1	-27
37	Nc1cc(OC(=O)c2ccc(F)cc2)nn1S(=O)(=O)c1ccc(F)cc1	-5	-2	-5	14	1.5	6	18
38	CO[C@@H]1CN(C)C(=O)c2ccc(NC(C)=O)cc2OC[C@H](C)N(Cc2ccccc2F)C[C@@H]1C	-7	.	-1	.	3.0	6	-12
39	C/C(CC(=O)Nc1cccc(F)c1)=N\NC(=O)C(=O)NC1CCCCC1	-8	.	-1	15	2.4	-1	-12
40	O=c1c2ccccc2c(C=Nc2ccccc2O)c(O)n1-c1nccs1	7	-7	6	-2	-1.5	-1	-1
41	COc1ccc(C2N(C(C)=O)CCN2S(=O)(=O)c2ccc(C)cc2)cc1 (configuration not stated)	6	6	8	1	4.5	-3	8
42	C/C(=N\NC(=O)C(O)(c1ccccc1)c1ccccc1)c1ccc(C)o1	-2	-3	8	-4	-3.5	-3	-9
43	CC(C)(C)CC(=O)Nc1nc(C(N)Cc2ccc(C(F)(F)F)cc2)cs1 (configuration not stated)	-35	-2	27	2	2.5	-7	-15
44	COc1cc(CNc2ccc(N3CCOCC3)cc2)cc(Br)c1OC	17	.	.	.	.	-11	-14
45	Nc1nonc1OCCOCCOCCOc1nonc1N	-5	.	-2	-3	4.2	5	6
46	CC(C)OCCCn1c(NN)nc2ccccc2c1=O	2	.	18	2	2.8	-31	15
47	CC1(C)Oc2ccc3ccc(=O)oc3c2/C(=C/NC2CCCCC2)C1=O	.	-4	.	.	.	3	10
48	CC(C)(C)OC(=O)NCCc1onc(-c2cccc([N+](=O)[O-])c2)c1C(=O)O	4	-3	3	4	-3.2	4	0
49	CCOC(=O)N1CCN(C(=O)c2nn(-c3ccc(C)cc3)c(=O)c3c2c2ccccc2n3C)CC1	.	6	.	.	.	9	18
50	COc1ccc(C(=O)Nc2nnc(S(=O)(=O)Cc3ccc(F)cc3)s2)cc1	19	5	8	7	-2.0	1	-4

Later entries
no.	smiles	INS-1E GSIS act	miR122 inh	EWS-Fli block	DENV2 CPE	F508del corr	FN deposit inh	PAX8 reporter
51	CCCCCCC(CC(=O)NCc1cccnc1)CC(=O)NCc1cccnc1	5	0	6	4	1.2	7	-10
52	CCOC(=O)C1=C(C)N=c2sc(=Cc3ccc(OCC(=O)O)cc3)c(=O)n2C1c1ccc(Cl)cc1 (configuration not stated)	-1	1	4	20	-4.2	10	-12
53	COC(=O)c1cc(NC(=O)CC(=O)c2cccc(N)c2)cc(C(=O)OC)c1	.	.	-1	-4	-0.7	-5	-11
54	CC(=O)N(c1ccccc1)C1CC(C)N(C(=O)c2ccccc2)c2ccccc21 (configuration not stated)	1	-7	12	1	-0.9	-5	23
55	N#Cc1ccccc1Cn1c(=O)n(C2CCCC2)c(=O)c2ccccc21	.	-8	.	.	.	-6	-14
56	COCCCn1c(=O)c2sccc2n(Cc2ccc(C)cc2)c1=O	-3	-3	10	-2	2.8	-1	8
57	COc1ccc(C(=O)NC(C)CCn2cccn2)cc1OC1CCN(C(C)C)CC1 (configuration not stated)	55	5	-1	-4	1.5	-2	4
58	CCNC(=O)CSc1nnc(-c2cc(-c3ccc(Cl)cc3)nc3ccccc23)o1	.	-5	-6	?	-1.3	-2	30
59	COc1ccc(N)cc1CN1CCN(c2ncc(Cc3ccccc3)cn2)CC1	.	.	3	-4	-1.2	2	-7
60	O=S(=O)(c1ccc(F)cc1)N1CCCCN2[C@@H](CO)[C@@H](c3ccc(C#CC4CCCC4)cc3)[C@@H]2C1	.	-27[16.7 µM]	14	-2	5.5	.	44
61	CC(CNC(=O)c1ccc(N)cc1)NC(=O)c1ccc(N)cc1 (configuration not stated)	7	-2	1	-4	1.7	5	7
62	O=C(N[C@@H]1C=C[C@@H](CC(=O)N2CCc3ccccc3C2)O[C@@H]1CO)C1CCC1	-3	.	14	4	-0.6	-4	-29
63	COc1ccc(-c2cc(C(=O)OCC(=O)Nc3ccc4c(c3)OCO4)c3ccccc3n2)cc1	-1	-3	20	4	.	-10	-63
64	COc1ccc(CCNC(=O)C(=O)NCC2OCCN2S(=O)(=O)c2ccc(Br)cc2)cc1 (configuration not stated)	12	-3	-14	5	.	5	5
65	C[C@H](CO)N1C[C@H](C)[C@H](CN(C)C(=O)Nc2ccc(F)cc2)Oc2c(NC(=O)c3cnccn3)cccc2C1=O	8	5[16.7 µM]	2	29*	-6.4	.	-4
66	COc1ccc(CN2C3CCCC2CC(NC(=O)c2cccc(F)c2)C3)cc1 (configuration not stated)	6	-1	7	11	-0.4	-6	-14
67	CCOc1ccc(C(=O)N(Cc2ccc(N(C)C)cc2)C2CCS(=O)(=O)C2)cc1 (configuration not stated)	.	-6	.	.	.	0	-13
